Source: PubChem BioAssay
M1 ag – M1 muscarinic receptor agonists, primary screen, CHO-M1 cells, Fluo-4 calcium, agonist mode | B-score at 10 µM | actives 3% (n = 64,000) | Fluo-4 calcium fluorescence; active compounds read high | AID 626, 2007;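 active = fluorescence rise, raw or as B-score row- and column-corrected plate score, outside the 99.7% band of its plate's samples, either direction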
S1P3 ag – human S1P3 receptor agonists, primary screen, cell-based, primary and confirmation, NFAT-BLA reporter. activation, % at 4.5 µM. actives 0.1% (n = 60,000). S1P3 NFAT-BLA reporter cells, agonism, FRET ratio; relative to 1 µM S1P, basal subtracted;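 active = activation above the screen-wide mean plus 3 SD, cut at about 4.5% in these data, passing the limit was not always enough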; note: some compounds called inactive have numbers as strong as hits
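Measure – % activation relative to 1 µM S1P (100%), per plate · System – stable CHO line with human S1P3, Gα16, NFAT-BLA reporter · Timing – cells plated overnight, compound 4 h 37 °C, substrate 2 h RT · Technique – fluorescent BLA substrate, ex 405 nm, em 460/535 nm ratio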
S1P1 ag-PAM – S1P1 agonists and agonism potentiators, primary screen, cell-based, primary and confirmation screens, CRE-bla reporter. activation, % at 9.5 µM. S1P1 CRE-bla cells, forskolin, beta-lactamase FRET, potentiator mode; S1P1 agonist co-added at EC20, 2 nM; 100% = saturating reference agonist, 0% = basal. AID 449, 2006. Sphingosine 1-phosphate receptor 1 (Homo sapiens), P21453. actives 0.57% (n = 56,000);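 active = activation above a cutoff set at the mean activation of all tested compounds plus 3 SD, cut at about 54% in these data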;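 note: forskolin at 4 µM as EC80 and the EC20 agonist is SEW2871; 100% = SEW2871 at its EC100 plus forskolin at EC80; some compounds past the cut are filed as inactive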
Target sequence (P21453 whole entry, looked up): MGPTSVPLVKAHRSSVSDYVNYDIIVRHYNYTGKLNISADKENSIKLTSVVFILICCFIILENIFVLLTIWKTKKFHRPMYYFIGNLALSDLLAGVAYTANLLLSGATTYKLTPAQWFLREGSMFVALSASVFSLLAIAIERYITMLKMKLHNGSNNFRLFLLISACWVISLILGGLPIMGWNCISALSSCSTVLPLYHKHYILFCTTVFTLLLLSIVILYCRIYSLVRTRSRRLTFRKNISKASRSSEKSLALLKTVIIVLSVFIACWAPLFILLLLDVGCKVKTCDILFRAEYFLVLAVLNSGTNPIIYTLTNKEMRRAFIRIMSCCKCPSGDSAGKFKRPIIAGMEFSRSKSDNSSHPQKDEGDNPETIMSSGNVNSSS
Her2 expr inh – inhibitors of Her2 protein expression, primary screen, SKBR-3 cells, AlphaScreen, 66K library; Receptor tyrosine-protein kinase erbB-2 (Homo sapiens), P04626; SKBR-3 HER2 protein level, 18-24 h; active compounds read low; HER2 level % of control, % at 10 µM; AID 645, 2007; actives 0.69% (n = 65,000);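 active = HER2 level under 5% of the carrier-only control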;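 note: 100% = DMSO carrier and 0% = 500 nM PU-H71 HSP90 inhibitor; lower value means stronger loss of Her2 protein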
HEK293 NFkB inh – inhibitors of PMA/ionomycin-induced NF-kB reporter, primary screen, antigen receptor NF-kB inhibitor project, cell-based, HEK-293 luciferase reporter, luminescence; HEK-293 NF-kB luciferase reporter; AID 465, 2006; actives 0.21% (n = 62,000); inhibition, % at 3 µM;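 active = inhibition above the mean of all tested compounds plus 3 SD, cut at about 40% in these data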;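 note: 0% = stimulated DMSO wells and 100% = 10 µM reference inhibitor 5653914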
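System – HEK-293 cells with stable firefly luciferase reporter driven by four HIV NF-kB elements · Doses – one dose, 3 µM · Schedule – 1 h compound pre-incubation, 16 h PMA/ionomycin at 37 °C · Technique – luminescence from luciferase substrate reagent · Measure – percent inhibition normalized per plate to DMSO and reference-inhibitor controls · Replicates – tested once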
Jurkat viability – cytotoxicity toward Jurkat T cells, primary screen, cytotoxicity control, cell-based, Jurkat E6.1, 60K MLSMR library; Jurkat E6.1 viability, ATP luminescence, 48 h; inhibition, % at 4 µM; actives 1.2% (n = 56,000); AID 463, 2006;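 active = inhibition above the mean inhibition of all tested compounds plus 3 SD, cut at about 28% in these data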
HTR1E antagonist – 5-HT1E receptor antagonists, primary screen, cell-based, HTS. 5-hydroxytryptamine receptor 1E (Homo sapiens), P28566. CHO 5-HT1E Ga15 NFAT-bla reporter, FRET, antagonist. inhibition, % at 6 µM. actives 0.99% (n = 65,000). AID 571, 2007;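 active = inhibition above a set limit, the mean inhibition across every tested compound plus 3 SD, cut at about 29% in these data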;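 note: signal is the 460 over 535 nm emission ratio of beta-lactamase substrate; 0% = agonist plus DMSO wells and 100% = wells without agonist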
5HT1E ag – 5-HT1E receptor agonists, primary screen, cell-based, HTS; 5-hydroxytryptamine receptor 1E (Homo sapiens), P28566; CHO 5-HT1E Ga15 NFAT-bla reporter, FRET; 0% DMSO wells, 100% control agonist wells; activation, % at 6 µM; actives 0.69% (n = 65,000); AID 574, 2007;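 active = activation above a set limit, the screen-wide mean activation plus 3 SD, cut at about 8.5% in these data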;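 note: 100% = positive control agonist at 1 µM giving full maximal response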
M1 antag – antagonists of rat M1 muscarinic receptor | actives 3.4% (n = 64,000) | CHO-M1 cells, Fluo-4 calcium, ACh EC80 antagonist mode; active compounds read low | B-score at 10 µM | Muscarinic acetylcholine receptor M1 (Rattus norvegicus), P08482;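 active = calcium fluorescence response, raw or row-and-column corrected B-score, differing from the plate sample mean either way at a set confidence level, mostly lower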
Target sequence (P08482 whole entry, looked up): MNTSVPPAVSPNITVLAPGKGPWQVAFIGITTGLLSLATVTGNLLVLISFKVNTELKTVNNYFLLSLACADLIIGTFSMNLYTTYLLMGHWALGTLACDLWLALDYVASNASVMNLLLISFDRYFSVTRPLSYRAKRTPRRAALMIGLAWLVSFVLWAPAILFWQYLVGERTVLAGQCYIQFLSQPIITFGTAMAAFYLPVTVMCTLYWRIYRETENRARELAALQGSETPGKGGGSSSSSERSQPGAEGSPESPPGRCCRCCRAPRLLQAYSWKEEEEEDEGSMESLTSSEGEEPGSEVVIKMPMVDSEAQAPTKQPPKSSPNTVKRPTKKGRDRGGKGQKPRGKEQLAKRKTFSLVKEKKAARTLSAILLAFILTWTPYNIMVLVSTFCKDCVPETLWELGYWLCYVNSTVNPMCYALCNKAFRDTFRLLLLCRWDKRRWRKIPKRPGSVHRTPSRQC
* = called active by the depositor; / = not tested or not shown.

SMILES | M1 ag | S1P3 ag | S1P1 ag-PAM | Her2 expr inh | HEK293 NFkB inh | Jurkat viability | HTR1E antagonist | 5HT1E ag | M1 antag
Cn1c(=O)n(CCc2ccccc2)c(=O)c2c1nc1n2CCCN1Cc1ccccc1 | 0.38 | -1.4 | -5 | 74 | 8 | 4 | -3 | 0.8 | 1
Cc1ccc(O)c(C(=O)CC(=O)c2cccc(F)c2)c1 | 0.21 | -1.5 | / | 41 | 11 | 6 | 0 | -1.4 | 0.24
COCCCN1C(=O)C(O)=C(C(C)=O)C1c1cccc(F)c1 (centres undefined) | 1.8 | -0.4 | 15 | -16* | 10 | 7 | 24 | -0.7 | 0.23
CC12CCC(C(=O)N3CCN(Cc4ccccc4)CC3)(OC1=O)C2(C)C (centres undefined) | 0.37 | -1.9 | -13 | 110 | 11 | 7 | -5 | -0.4 | -0.26
CCN(C(=O)c1cn(CC)c(=O)c2cc(OC)c(OC)cc12)c1ccccc1C | / | -1.0 | -10 | 96 | 7 | 4 | 6 | 0.1 | /
CCCS(=O)(=O)N1CCC(C(=O)NCCc2ccc(C)cc2)CC1 | -0.15 | -0.5 | 3 | 118 | 6 | 5 | 11 | -0.4 | 0.88
CCOCCOC(=O)C1=C(C)N(C)C(=O)NC1c1cc(Cl)c(O)c(OCC)c1 (centres undefined) | -0.078 | -0.8 | / | / | 6 | 2 | -1 | -1.2 | 0.42
COCCn1c(SCC(=O)N2CCN(c3ccccc3)CC2)nc2c(c1=O)SC(C)C2 (centres undefined) | 0.96 | -0.9 | 16 | 145 | 13 | 5 | 11 | 0.8 | -0.25
CCCCNC(=O)c1cnc2n(c1=O)CCS2 | 0.26 | 0.3 | 0 | 85 | 7 | -8 | -1 | -0.3 | -0.019
O=C(CCN1CCN(c2ccc(F)cc2)CC1)Nc1ccc(F)cc1 | 0.0019 | -1.2 | -22 | 112 | 0 | 4 | 4 | -0.8 | -0.64

Single records, from the list above. Screens in order: M1 ag	S1P3 ag	S1P1 ag-PAM	Her2 expr inh	HEK293 NFkB inh	Jurkat viability	HTR1E antagonist	5HT1E ag	M1 antag
Results for CCCS(=O)(=O)N1CCC(C(=O)NCCc2ccc(C)cc2)CC1 : -0.15	-0.5	3	118	6	5	11	-0.4	0.88
Results for COCCn1c(SCC(=O)N2CCN(c3ccccc3)CC2)nc2c(c1=O)SC(C)C2 (centres undefined) : 0.96	-0.9	16	145	13	5	11	0.8	-0.25
Results for Cc1ccc(O)c(C(=O)CC(=O)c2cccc(F)c2)c1 : 0.21	-1.5	/	41	11	6	0	-1.4	0.24
Results for Cn1c(=O)n(CCc2ccccc2)c(=O)c2c1nc1n2CCCN1Cc1ccccc1 : 0.38	-1.4	-5	74	8	4	-3	0.8	1

More results follow.
SMILES | M1 ag | S1P3 ag | S1P1 ag-PAM | Her2 expr inh | HEK293 NFkB inh | Jurkat viability | HTR1E antagonist | 5HT1E ag | M1 antag
CCc1nnc(NC(=O)C2CC(=O)N(Cc3ccco3)C2)s1 (centres undefined) | 0.13 | / | / | 113 | 14 | / | 5 | -0.4 | -0.1
CC(=O)c1ccc(NC(=O)C2CCCN2S(=O)(=O)c2ccc(F)cc2)cc1 (centres undefined) | -0.38 | -0.2 | -13 | 88 | 7 | 5 | 0 | 0.1 | -0.055
CCOC(=O)c1ccccc1NC(=O)CN(c1ccccc1OC)S(C)(=O)=O | 0.75 | -0.6 | -5 | 130 | 13 | 0 | 7 | -1.1 | -0.33
CC1CCN(c2ccc(C(=O)NCCc3ccccc3)cn2)CC1 | 0.56 | -0.3 | 7 | 90 | -2 | 10 | 12 | -0.6 | 0.68
COc1ccc(-c2nc(=S)c3c(n2CCN2CCOCC2)CC(C)(C)OC3)cc1 | 0.074 | -0.8 | -4 | 90 | 22 | 1 | -5 | 1.0 | 0.5
COC(=O)c1ccc(Nc2ncnc3c2cnn3-c2cccc(C)c2)cc1 | -0.28 | 0.3 | -15 | 66 | -2 | 3 | -19 | 0.3 | 0.055
CCOc1ccc(N2C(=O)CC(N3CC(C)OC(C)C3)C2=O)cc1 (centres undefined) | -0.095 | -0.7 | / | 100 | 7 | -8 | -8 | 0.6 | -1.1
CCCCn1c(CN2CCN(C(=O)c3ccco3)CC2)nc2c1c(=O)n(C)c(=O)n2C | 1.3 | -0.7 | -24 | 100 | -2 | 2 | 4 | 0.9 | 0.29
CCCOc1cccc(NC(=O)c2cc(C)oc2C)c1 | -0.12 | -2.5 | 6 | 105 | 11 | -6 | 12 | -0.3 | 0.56
COc1ccc(C2NC(=O)NC(C)=C2C(=O)Nc2cc(C)ccc2C)cc1OC (centres undefined) | -0.29 | -1.3 | -23 | 101 | 16 | -2 | 0 | 0.3 | 0.33
O=C(c1ccc2c(c1)OCO2)N(c1ccccc1)C1C=CS(=O)(=O)C1 (centres undefined) | 0.58 | 1.2 | -4 | 96 | 8 | -12 | 1 | -0.2 | -0.032
O=C(Nc1cnc2ccccc2c1)N1CCOCC1 | -0.47 | 0.1 | -14 | 104 | -3 | 8 | 10 | 0.1 | 0.28
Cc1ccccc1-n1nc(C(=O)O)c(C)c(C#N)c1=O | 0.084 | / | / | 82 | 10 | / | -6 | -1.0 | -0.43
CCN1CCCC1CN(Cc1cc2cc(OC)ccc2[nH]c1=O)C(=O)NCc1ccccc1 (centres undefined) | 0.018 | -1.0 | 6 | 93 | 20 | 2 | -3 | -0.4 | 0.064
O=C(CCc1ccccc1)Nc1nc2nc(-c3ccccc3)cc(=O)n2[nH]1 | -0.55 | -0.5 | 0 | 98 | 12 | 1 | 0 | 0.3 | -0.029
CCOC(=O)/C=C1\NC(C)(C)Cc2cc(OC)c(O)cc21 | 0.99 | 0.8 | -6 | 86 | 4 | 0 | 7 | 0.9 | 0.56
CCc1ccc(S(=O)(=O)NCCc2cn3ccccc3n2)s1 | 0.0026 | 0.0 | -20 | 72 | 4 | 2 | 7 | 0.0 | -0.82
CCOc1ccc(C(=O)NCc2ccncc2)cc1OCC | -0.6 | -1.1 | -14 | 79 | 2 | -4 | 11 | -0.5 | -0.039
COCCCn1c(-c2ccccc2Cl)n[nH]c1=S | -0.028 | -0.5 | 3 | 88 | 4 | -4 | 1 | -0.2 | 0.5
Cc1cc(C)nc(SCC(=O)Nc2cc(C)on2)n1 | / | -1.3 | 0 | 74 | 2 | -6 | -2 | 0.2 | /
COC(=O)c1c(NC(=O)CSc2n[nH]c(N)n2)sc(C)c1C | 0.19 | -0.6 | -8 | 83 | 9 | 0 | 1 | 0.8 | 0.84
O=C1SC(SCc2ccccc2)=N/C1=C\c1ccco1 | 4.7 | -0.1 | 11 | 75 | 14 | 4 | -3 | 1.1 | -0.48
CSc1nc2c(c(=O)n1-c1ccc(C)cc1)SCC2 | -0.1 | / | / | 225 | 1 | / | -2 | 0.1 | 0.0029
CCCc1cc(C(N)=O)c(NC(=O)c2ccco2)s1 | -0.008 | -0.5 | / | 80 | -3 | -2 | -2 | 0.4 | -1.2
CCn1c(SCC(=O)Nc2cccc(F)c2)nc2c(c1=O)SC(C)C2 (centres undefined) | -0.076 | 0.2 | -19 | 87 | 14 | 2 | 3 | 0.1 | 1.1
COCCCNC(=O)C(F)(F)C(F)(F)C(=O)NCCCOC | -0.23 | -1.0 | -6 | 96 | 10 | -2 | 2 | 0.2 | 0.61
O=C(CSc1nnnn1C1CCCCC1)NCc1cccc(C(=O)O)c1 | -0.16 | 0.3 | -18 | 113 | 14 | -3 | 2 | -0.6 | -0.73
c1ccc(-n2nnnc2N2CCOCC2)cc1 | 0.083 | -0.2 | -5 | 87 | -2 | 4 | 0 | 0.2 | -0.56
CCOC(=O)C1CCN(C(=O)c2oc3ccc(S(=O)(=O)N4CCCCCC4)cc3c2C)CC1 | 1.6 | / | / | 263 | 9 | / | 1 | 2.4 | -0.94
COc1cc(NC(=O)CCc2ccccc2)c(C(=O)O)cc1OC | 0.83 | 0.1 | -22 | 87 | 6 | -4 | 3 | 0.2 | 0.2
Cc1ccc(C(=O)NCC(C)(C)O)cc1 | 1.5 | -4.4 | -1 | 126 | / | / | 9 | -0.9 | 0.76
COc1ccccc1NC(=O)N(c1c(N)n(Cc2ccccc2)c(=O)[nH]c1=O)C1CCCC1 | 0.0043 | -1.0 | -15 | 89 | 6 | 0 | 1 | -0.2 | -1.1
COC(=O)c1cn(C)c2ccc(S(=O)(=O)N3CCCCC3)cc2c1=O | 0.22 | 0.5 | -22 | 139 | 1 | -5 | -4 | 0.3 | 0.08
COc1ccc(N(CC(=O)NC2CCCCC2)C(=O)CCCC(=O)Nc2ccccn2)c(OC)c1 | 1.6 | 0.8 | -10 | 96 | 13 | -1 | -2 | -0.6 | -0.37
O=C(c1coc2ccc(O)cc12)C1CC1 | -0.21 | -0.8 | -11 | 98 | 0 | -2 | -13 | 0.3 | 0.011
Cc1ccc(N2CC(C(=O)N3CCc4ccccc4C3)CC2=O)cc1 (centres undefined) | -0.81 | -0.2 | -14 | 102 | 20 | -2 | 7 | 0.6 | 0.33
COc1ccc(-n2c(CNC(=O)c3cc(OC)c(OC)c(OC)c3)n[nH]c2=S)cc1 | / | -0.7 | -2 | 113 | 9 | -2 | -2 | 0.3 | /
O=C(Cc1ccc(Cl)cc1)Nc1ccccc1CO | 0 | / | / | 67 | 19 | / | 2 | -1.1 | -2.5*
COc1ccc(S(=O)(=O)Nc2c(C(=O)O)[nH]c3ccccc23)c(OC)c1 | / | 0.1 | -23 | 84 | 16 | -8 | 10 | 1.1 | /
CCC(C)(C(=O)NC1CCCC1)N(Cc1ccco1)C(=O)c1ccc2c(c1)OCO2 (centres undefined) | 0.026 | -1.4 | 1 | 83 | 17 | -2 | -20 | -0.2 | -0.87
COc1ccc(-c2ccc(=O)n(CC(=O)NCc3ccco3)n2)cc1 | 0.21 | -0.5 | -1 | 101 | 14 | 2 | 3 | -1.2 | 0.019
O=C(c1c(O)c2ccccc2oc1=O)C1CCC1 | 0.69 | -0.7 | 5 | 107 | 13 | -6 | 4 | -0.1 | 0.025
Cc1cc(C)c2c(CC(=O)Nc3ccc(Cl)cn3)coc2c1 | 0.38 | -0.8 | 28 | 113 | 16 | 7 | -4 | 0.0 | 1.5
O=C(NCCCn1ccnc1)c1cccnc1 | -0.013 | -2.9 | 1 | 138 | / | / | 1 | -0.4 | 0.03
Cc1sc2nc(-c3cccs3)nc(N3CCCN(C)CC3)c2c1C | -0.0084 | 0.4 | 6 | 28 | 13 | 0 | 9 | 0.1 | -2.2*
